Assay outcomes from PubChem BioAssay.
NCI-60 one-dose screen, 48 h, at 10 µM unless noted. Numbers give growth in % (100 = growth as untreated, 0 = no growth, -100 = all killed).
TK-10: TK-10 renal cancer cells; AID 1794769; 81,000 compounds, 3.9% hits; active = growth percent below 10
Numbers without * were called inactive; & = joins results of further samples; ! = a repeat was not active; [ ] = dose if it differs, or a comment.

SMILES	TK-10
COc1ccc(C2c3cc4c(c(OC)c3CC3OCC(=O)C32)OCO4)cc1OC (stereo unspecified)	-11*![100 µM]
O=C(O)/C=C\C(=O)Nn1c(Cc2ccc(Cl)cc2)n[nH]c1=O	109&113[100 µM]
O=C1C=C(Nc2ccc(S(=O)(=O)Nc3nccs3)cc2)c2ccccc2C1=O	-86*![100 µM]
COC(=O)C(/C(=N/N)C(=O)Nc1cc(Cl)c(Cl)cc1Cl)c1nc2ccc(Cl)cc2[nH]c1=O (stereo unspecified)	84&125[100 µM]
CCOC(=O)CCCOc1cc(-c2ccccc2F)nc2cc3c(cc12)OCO3	0.0*![100 µM]
CCCn1c2c(c3ccccc3c1=O)C(=O)c1ccccc1-2	22&88[100 µM]
CC1(C)Oc2ccc3c(=O)c(-c4ccccc4)c(-c4ccccc4)oc3c2C1C(=O)O (stereo unspecified)	92&80[100 µM]
COc1cc(OC)c2nc3occc3c(OC)c2c1	42&38[100 µM]
COc1ccc(N(CN2C(=O)CCC2C(=O)O)C(C)=O)cc1 (stereo unspecified)	107&75[100 µM]
COC(=O)C(=O)C(C(=O)OC)C(=O)C(=O)Nc1ccccc1C(N)=O (stereo unspecified)	97&130[100 µM]

Overlap with the part before: four compounds; new compounds follow.
SMILES	TK-10
CC1(C)Oc2ccc3c(=O)c(-c4ccccc4)c(-c4ccccc4)oc3c2C1C(=O)O (stereo unspecified)	92&80[100 µM]
COc1cc(OC)c2nc3occc3c(OC)c2c1	42&38[100 µM]
COc1ccc(N(CN2C(=O)CCC2C(=O)O)C(C)=O)cc1 (stereo unspecified)	107&75[100 µM]
COC(=O)C(=O)C(C(=O)OC)C(=O)C(=O)Nc1ccccc1C(N)=O (stereo unspecified)	97&130[100 µM]
C/C(O)=C/c1nc2sc(C)c(C)c2c(=O)s1	47&50[100 µM]
COc1ccc(CC2c3cc(OC)c(OC)c(OC)c3CC[N+]2(C)C)cc1Oc1ccc(CC2c3cc4c(c(OC)c3CCN2C)OCO4)cc1 (stereo unspecified)	47&86[100 µM]
C=C1C(=O)OC2/C=C(/C)C3(O)OC(C)(CC(OC(=O)C(C)C)C12)CC3OC(C)=O (stereo unspecified)	-95*[100 µM]
CC1CC(N)=C(C#N)C1(C#N)C#N (stereo unspecified)	87&97[100 µM]
CC(C)=CCC/C(C)=C/CC/C(C)=C/CSc1ccccc1C(=O)O	98&59[100 µM]
N/N=C(\C(=O)Nc1ccc([N+](=O)[O-])cc1)C(C1=Nc2cc([N+](=O)[O-])ccc2NC1)[N+](=O)[O-] (stereo unspecified)	4.5*![100 µM]
O=C1c2ccccc2-c2c1c1ccccc1c(=O)n2Cc1ccco1	25&100[100 µM]
Cc1ccc(/C=C2/N=C(N/N=C\C(O)C(O)C(O)C(O)CO)NC2=O)cc1 (stereo unspecified)	92&121&80&125&130&132[100 µM]
C=CC1C(OC2OC(CO)C(O)C(O)C2O)OC=C(C(=O)OC)C1CC1CC(=O)CC(CCc2ccc(O)cc2)O1 (stereo unspecified)	98&112[100 µM]
O=C1NC(N2CCCCC2)=N/C1=C\c1ccccc1O	80&86[100 µM]
c1ccc(C2C3=C(CCCC3)Nc3nc4cc5ccccc5cc4n32)cc1 (stereo unspecified)	93&106[100 µM]
Cc1cc(-c2nc3ccccc3s2)ccc1N	16&35[100 µM]
CC(C)/C(Cl)=N/OC(=O)Nc1cccc(C(F)(F)F)c1	-100*[100 µM]
Cc1ccc(/C=N/Nc2cc(C)c3cccc(C)c3n2)s1	-100*[100 µM]
CC1=CCC2C3(C)CCC2(C(C)C)C1C3 (stereo unspecified) (tested in a mixture with another compound)	-90*![100 µM]
CCOC(=O)C1(C(C)=O)OC(=O)c2cnccc21 (stereo unspecified)	95&93[100 µM]
COC(=O)C(=O)C(C(=O)C(=O)Nc1nc2ccc(C)cc2s1)c1nc2ccc([N+](=O)[O-])cc2[nH]c1=O (stereo unspecified)	75&115[100 µM]
Cc1ccc(/C=N/Nc2cnccn2)s1	93&116[100 µM]
CC1(C)CCCC(C)(C2CCC3(C)C2C(O)CC2C4(C)CCC(O)C(C)(C)C4CCC23C)O1 (stereo unspecified)	46&91[100 µM]
CC#CC#C/C=C1\C=CC2(OC=CC2OC(C)=O)O1 (stereo unspecified)	-81*[100 µM]

Reprinted from the part before: 3 entries; new compounds follow.
SMILES	TK-10
Cc1ccc(/C=N/Nc2cnccn2)s1	93&116[100 µM]
CC1(C)CCCC(C)(C2CCC3(C)C2C(O)CC2C4(C)CCC(O)C(C)(C)C4CCC23C)O1 (stereo unspecified)	46&91[100 µM]
CC#CC#C/C=C1\C=CC2(OC=CC2OC(C)=O)O1 (stereo unspecified)	-81*[100 µM]
Cc1ccc(/C=C2/N=C(N/N=C\c3ccccc3)NC2=O)cc1	0.3*[100 µM]
N#Cc1nc(CCC(c2nc(C#N)c(N)o2)N2C(=O)c3ccccc3C2=O)oc1N (stereo unspecified)	106&89[100 µM]
CN(C)CC(O)CNC(=O)Nc1ccccc1 (stereo unspecified)	96&98[100 µM]
NC(Cc1ccc(S(=O)(=O)O)cc1)C(=O)NC(Cc1ccc(S(=O)(=O)O)cc1)C(=O)O (stereo unspecified)	103&100[100 µM]
N#Cc1nc(C(F)(F)F)oc1N	99&79[100 µM]
CNC(=S)/C(=N\Nc1nc[nH]c1C(N)=O)C(N)=S	4.3*[100 µM]
C=C(C)C1CC2(C)C(C)CC(O)CC2C(OC(=O)C=C(C)C)C1O (stereo unspecified)	49&17[100 µM]
Cc1coc2c1CC1OC1(C)CCC1OC1(C)C2 (stereo unspecified)	94&83[100 µM]
CCC/C(Cl)=N\OC(=O)Nc1ccc(F)cc1	-100*[100 µM]
C=C1C(=O)OC2CC(C)C3(O)CCC(=O)C3(C)CC12 (stereo unspecified)	21&40[100 µM]
CC(=O)NC1C(O)C(O)C(CO)OC1n1ncc(=O)[nH]c1=O (stereo unspecified)	112&101[100 µM]
CC(C)C1=C(O)C2=C(C(=O)C1=O)C1(C)CCCC(C)(C)C1CC2O (stereo unspecified)	-89*![100 µM]
CC(C)(C)N/N=C(\C(=O)Nc1ccc([N+](=O)[O-])cc1[N+](=O)[O-])c1nc2ccc([N+](=O)[O-])cc2[nH]c1=O	68&97[100 µM]
CC(=N\N=C\c1ccccn1)/C(C)=N/N=C(C)/C(C)=N/N=C(C)/C(C)=N/N=C/c1ccccn1	45&115[100 µM]
CCCCCCCCCCCC1=C(O)C(=O)C(CC2=C(O)C(=O)C(CCCCCCCCCCC)=C(O)C2=O)=C(O)C1=O	39&88[100 µM]
Cc1nc(C(N)=S)sc1C(=O)C/C(=N/N)C(=O)Nc1ccc(Cl)cc1	47&136[100 µM]
O=C1NC(N/N=C\C(O)C(O)C(O)CO)=N/C1=C/c1ccc(Cl)cc1 (stereo unspecified)	-100*![100 µM]
Cc1sccc1C(=S)Nc1ccc(Cl)c(/C=N/OC(C)(C)C)c1	-91*[100 µM]
CCCCCC(O)(CCCCC)CCCCCCCCC1=C(O)c2ccccc2C(=O)C1=O	-7.9*[100 µM]
O=C(CCc1ccccc1)ON1C(=S)C(c2ccccc2)(c2ccccc2)N=C1Sc1ccccc1	7.6*![100 µM]

The list goes on, overlapping the part above by 7 compounds.
SMILES	TK-10
CC(=N\N=C\c1ccccn1)/C(C)=N/N=C(C)/C(C)=N/N=C(C)/C(C)=N/N=C/c1ccccn1	45&115[100 µM]
CCCCCCCCCCCC1=C(O)C(=O)C(CC2=C(O)C(=O)C(CCCCCCCCCCC)=C(O)C2=O)=C(O)C1=O	39&88[100 µM]
Cc1nc(C(N)=S)sc1C(=O)C/C(=N/N)C(=O)Nc1ccc(Cl)cc1	47&136[100 µM]
O=C1NC(N/N=C\C(O)C(O)C(O)CO)=N/C1=C/c1ccc(Cl)cc1 (stereo unspecified)	-100*![100 µM]
Cc1sccc1C(=S)Nc1ccc(Cl)c(/C=N/OC(C)(C)C)c1	-91*[100 µM]
CCCCCC(O)(CCCCC)CCCCCCCCC1=C(O)c2ccccc2C(=O)C1=O	-7.9*[100 µM]
O=C(CCc1ccccc1)ON1C(=S)C(c2ccccc2)(c2ccccc2)N=C1Sc1ccccc1	7.6*![100 µM]
CC1(C)CCC2(C(=O)O)C(O)CC3(C)C(=CCC4C5(C)CCC(OC6OCC(O)C(O)C6OC6OCC(O)C(O)C6OC6OCC(O)C(OC7OC(CO)C(O)C(O)C7O)C6O)C(C)(C)C5CCC43C)C2C1 (stereo unspecified)	15&116[100 µM]
C=C1CC2(C)CCC(OC(=O)C3(C)OC3C)C(C)(OC(C)=O)C2CC1=C(C)C (stereo unspecified)	49&89[100 µM]
CC1=CC[C@@H]2[C@@H](CC[C@@]2(C)O)C(C)(C)[C@H]1CC[C@@H]1[C@@]2(C)CCC(=O)C(C)(C)O[C@@H]2CC[C@]1(C)O	-99*![100 µM]
NC(=O)c1n[nH]n(-c2ccccc2)c1=O	104&106[100 µM]
COc1c(-c2ccccc2)oc2c(CP(=O)(OC)OC)cccc2c1=O	99&113[100 µM]
O=C1c2ccccc2-c2c1c1ccccc1c(=O)n2-c1ccccc1	47&75[100 µM]
COc1ccc2cc(CN3CCC(C4CCNCC4)CC3)ccc2c1	-100*[100 µM]
CC(=O)c1cc2c(s1)C(=O)c1scc(C(C)=O)c1C2=O	-86*[100 µM]
COC(=O)c1ccc(CCc2cc(O)c(Br)cc2O)cc1	-100*[100 µM]
O=C1N(c2ccccc2)N=C2c3ccncc3C3=NN(c4ccccc4)C(=O)C123 (stereo unspecified)	-59*![100 µM]

This is a subset. The share of hits here may be higher or lower than overall.
